# Source: PubChem (National Center for Advancing Translational Sciences (NCATS))
# D1 potentiator: enhances dopamine response at the human D1 receptor. P21728. HEK293 TREx D1 cells, calcium flux, dopamine EC20 potentiation. potentiation, % at 10 µM. 360,000 tested, 0.036% active. AID 504651; in the data active = potentiation above about 30%; note: 0% is about no effect
# Glioma ERSR ind: induces the endoplasmic reticulum stress response in human glioma cells; 420,000 tested, 0.02% active; AID 602332; U87-MG GRP78 promoter luciferase reporter, 16 h; Potency, µM, inactives show at the highest dose activation, usual class: activators; note: potency is the fitted concentration of half-maximal effect; series mostly up to about 76 µM; % of control where 0% means no effect; nearly all actives have a fitted effect of over 35% in size
#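 Stably transfected U87-MG glioma cells carrying a GRP78-based luciferase sensor; 16 h compound incubation. Luminescence end-point read 10 min after Bright-Glo addition at room temperature.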
# D2 potentiator: positive allosteric modulators of human D2 dopamine receptor | P14416 | HEK293 T-REx D2, calcium flux, EC20 dopamine potentiation | potentiation, % at 10 µM | 340,000 tested, 0.34% active;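 active = potentiation over 3 SD above the plate norm, cut at about 30% in these data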; note: 0% is about no effect
#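 Potentiation of an EC20 dopamine calcium response measured kinetically over 180 s, after a preceding 180 s compound-only read flagging agonists. Cells: inducible Hek293 Trex D2 line, 4000/well, cultured overnight at 30 C before dye loading.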
# D1 agonist: human D1 receptor agonism; P21728; HEK293 T-REx D1 cells, calcium flux, agonist mode; activation, % at 2 µM; 360,000 tested, 1% active; AID 504660; in the data active = activation above about 30%; note: 0% is about no effect
#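 Inducible HEK293 T-REx D1 cells, force-coupled to calcium signalling, were plated at 4000 cells/well with tetracycline and held overnight at 30 C. After no-wash calcium dye loading, compound-evoked calcium rise over 180 s flagged agonists.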
# Vif-APOBEC3G blk: Vif-A3G binding inhibition; 410,000 tested, 0.076% active; Potency, µM (series often up to 46.1 µM), for the others: at the top dose activity, negative = active, actives largely listed as inhibitors; HeLa A3G-eYFP + Vif (tagged APOBEC3G with the HIV-1 protein that degrades it), YFP fluorescence, overnight; Q9HC16;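 note: potency is the fitted concentration of half-maximal effect; % is set by controls: 0 for no effect and ±100 for the full control effect; nearly all actives have a fitted effect of over 60% in size; hits raise eYFP signal because A3G escapes Vif-driven loss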
#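 Read-out is eYFP fluorescence (Ex 488/Em 500-530) from Vif-expressing HeLa A3G-eYFP cells; more signal means A3G escaped Vif-mediated degradation. Cells plated overnight, compound pinned in, incubated overnight at 37 deg C.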
# RXFP1 ag: activates the human relaxin receptor RXFP1 | Q9HBX9 | HEK293T-RXFP1 cAMP TR-FRET, 30 min; response scale: percent of porcine relaxin response, buffer zero | Potency, µM (titrated, usually from 57.5 µM), for inactives: at the top dose activation, hits mostly activators | 370,000 tested, 0.3% active; note: potency is the fitted concentration of half-maximal effect; % is set by controls: 0 for no effect and ±100 for the full control effect; nearly all actives have a fitted effect of over 60% in size; many of its hits are not listed in these tables
# Target sequence (Q9HBX9 whole entry, looked up): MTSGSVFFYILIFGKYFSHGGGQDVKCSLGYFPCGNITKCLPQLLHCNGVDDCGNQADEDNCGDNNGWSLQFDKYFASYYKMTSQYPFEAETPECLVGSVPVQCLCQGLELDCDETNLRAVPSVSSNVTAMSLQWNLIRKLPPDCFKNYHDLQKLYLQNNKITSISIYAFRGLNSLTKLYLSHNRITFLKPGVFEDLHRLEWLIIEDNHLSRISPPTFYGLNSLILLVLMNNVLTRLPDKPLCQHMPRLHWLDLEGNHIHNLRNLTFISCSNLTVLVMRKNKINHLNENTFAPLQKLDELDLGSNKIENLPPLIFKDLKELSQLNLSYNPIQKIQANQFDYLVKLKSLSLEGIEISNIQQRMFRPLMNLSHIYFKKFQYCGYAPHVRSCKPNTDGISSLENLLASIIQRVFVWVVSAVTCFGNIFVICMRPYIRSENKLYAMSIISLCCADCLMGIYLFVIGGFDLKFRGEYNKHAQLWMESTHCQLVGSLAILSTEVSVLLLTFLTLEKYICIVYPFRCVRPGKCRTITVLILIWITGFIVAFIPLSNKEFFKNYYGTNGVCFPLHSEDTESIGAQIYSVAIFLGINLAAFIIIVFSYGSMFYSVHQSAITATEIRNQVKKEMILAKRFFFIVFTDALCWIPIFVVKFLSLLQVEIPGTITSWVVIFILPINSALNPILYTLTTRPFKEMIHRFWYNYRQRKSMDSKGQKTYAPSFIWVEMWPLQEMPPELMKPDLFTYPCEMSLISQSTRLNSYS
#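 HEK293 cells stably expressing RXFP1, treated 30 min at 37C with compounds plus PDE4 inhibitor Ro 20174; cAMP measured by HTRF TR-FRET. Normalized to buffer and 29 nM porcine relaxin; EC50 by Hill fit.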
# Vif-A3F inh: inhibitors of Vif-A3F interaction. Potency, µM (doses to about 46.1 µM), inactives show at the highest dose activity, negative = active. HeLa A3F-eYFP + Vif (tagged APOBEC3F with the HIV-1 protein that degrades it), YFP fluorescence increase. 390,000 tested, 0.2% active; note: potency is the fitted concentration of half-maximal effect; % of control where 0% means no effect; nearly all actives have a fitted effect of over 65% in size
#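 HeLa cells stably expressing Vif plus C-terminally eYFP-tagged A3F were seeded, incubated overnight at 37 deg C, dosed with compound, incubated overnight again at 37 deg C. Yellow fluorescence (Ex 488/Em 500-530) reported blocked Vif-mediated A3F-eYFP degradation.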
# LDHA block: inhibitors of human lactate dehydrogenase A | P00338 | purified LDHA, NADH/diaphorase-resazurin fluorescence; hits give low values | activity change, % (values are at about 110 or 230 µM) | 480,000 tested, 0.15% active | AID 1347041; in the data active = activity change below about -30%; inconclusive = mostly about -25% to -30%;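 note: plate controls were DMSO wells for no effect and wells without enzyme for full effect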
#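 LDH5 2 nM; NADH 0.06 mM, pyruvate 0.2 mM; 200 mM Tris pH 7.4, EDTA, Tween-20; 5 min RT. Detection: diaphorase 0.133 mg/mL + resazurin 37 µM, fluorescence ex540/em590 at 0 and 20 min; normalized to enzyme-free and DMSO wells.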
# D1 antag: blocks dopamine activation of the human D1 receptor; P21728; HEK293 TREx D1 cells, calcium flux, dopamine EC80; hits give low values; activity change, negative = inhibition, % at 10 µM; 360,000 tested, 3.2% active; AID 504652; in the data active = activity change below about -30%; note: % is set by controls: 0 for no effect and ±100 for the full control effect
#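 After overnight tetracycline induction at 30 C, force-coupled D1 HEK293 cells took up a no-wash calcium dye at room temperature. Compounds were added and monitored 180 s, and the response to EC80 dopamine was then recorded.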
# Active calls of the source: *; ? = inconclusive; · = no result given; & = joins results of further samples. Unless noted, calls come from the whole dose curve; as a rule, active = well fitted curve in the direction sought with a large enough effect; inconclusive = small, poorly fitted or top-dose-only effect, or another doubt; inactive = no such curve, though single readings can be large; an effect the other way counts as inactive or inconclusive. This is a subset; the hit share may differ from the screen's.
SMILES,D1 potentiator,Glioma ERSR ind,D2 potentiator,D1 agonist,Vif-APOBEC3G blk,RXFP1 ag,Vif-A3F inh,LDHA block,D1 antag
Clc1ccc(-c2nnc(NCc3ccccc3)c3ccccc23)cc1,-8,-6%,-4,4,-1%,0.0%,13%,-1,-13
COc1cccc(/C=N/NC(=O)C(=O)NCc2cccnc2)c1O,-1,-1%,-8,-1,-9%,-1.2%,2%,16,-3
Cc1ccc(OCC(=O)N/N=C\c2cccn2C)c([N+](=O)[O-])c1,-2,3%,-12,-2,-6%,-0.1%,6%,-5,15
Oc1cccc(/C=N/Nc2cccc3cccnc23)c1,-1,-4%,4,3,-14%,-3.9%,-1%,3,-3
COc1ccccc1N(CC(=O)NCc1ccccc1)C(=O)CCC(=O)Nc1ccccn1,2,-2%,23,0,0%,-0.2%,-1%,-10,-9
CCC(Sc1nc2ccccc2s1)C(=O)Nc1nnc(C)s1 (stereo not given),0,-1%,4,0,1%,1.3%,-1%,-18,20
COC(=O)c1ccc(S(=O)(=O)N2C3CCC2CC(NC(=O)NC2CCCCC2)C3)cc1 (stereo not given),10,-3%,-2,2,1%,1.7%,1%,-12,1
CCN(CC)C(=O)c1ccc2c(c1)N(Cc1c(F)cccc1Cl)C(=O)c1ccccc1S2,-2,1%,-8,4,0%,3.6%,7%,3,15
COc1ccc(CNC(=O)C(OC(=O)c2cccs2)C(C)C)cc1 (stereo not given),-4,0%,1,-2,-1%,1.3%,3%,-3,-2
CCN1C(=O)c2ccccc2S(=O)c2ccc(C(=O)N3CCOCC3)cc21 (stereo not given),11,-1%,2,4,2%,1.0%,-5%,-6,0
CC(C)OCCCNC(=O)C(Cc1ccccc1)NS(=O)(=O)c1ccc2c(c1)CCC(=O)N2 (stereo not given),-2,-5%,0,4,-1%,0.6%,-7%,-3,12
O=C(NNc1ccccc1[N+](=O)[O-])Nc1ccccc1,-2,3%,-2,-2,0%,0.7%,-3%,15,·
CC1(C)Cc2c(sc(NC(=O)c3ccc(S(=O)(=O)N4CCCCCC4)cc3)c2C#N)C(C)(C)N1,-1,-1%,0,3,1%,0.3%,2%,-10,-1
CS(=O)(=O)N1N=C(c2ccco2)CC1c1ccc(Br)cc1 (stereo not given),-5,8%,5,0,0%,1.4%,-18%,-4,-2
Cc1cc(/C([O-])=C(/C(=S)Nc2ccc(F)cc2)[n+]2ccccc2)c(C)n1Cc1ccccc1Cl,-2,3%,-1,1,1%,?,-4%,4,0
CN(C)CCCNc1ncnc2c1c(-c1ccccc1)cn2-c1ccccc1,-6,-4%,-3,17,-2%,-2.0%,-8%,-1,-1
CCOc1ncccc1C(=O)OCC(=O)NCCCc1ccccc1,·,-1%,·,·,-1%,·,17%,-7,·
O=C(O)c1cccc(N/N=C/c2ccc(F)c(F)c2)c1,0,-10%,-1,0,-3%,0.9%,12%,-5,-11
O=C(NC(=S)N(Cc1ccccc1)Cc1ccccc1)c1ccccc1F,-5,5%,-6,3,2%,2.4%,5%,2,-18
Cc1ccc2nc(C(C)O)[nH]c2c1 (stereo not given),-4,1%,0,-1,-9%,-0.1%,-16%,0,-1
CCCCCCn1c(N2CCC(C(N)=O)CC2)nc2c1c(=O)[nH]c(=O)n2C,-3,-2%,4,1,1%,3.8%,0%,-7,-4
COc1ccc(CCC(=O)Nc2nnc(C(C)(C)C)s2)cc1,3,-2%,6,8,2%,3.8%,2%,-1,-1
C=CCNC(=S)N1CCC(Cc2ccccc2)CC1,-3,-8%,·,0,-1%,0.9%,3%,-1,4
COc1cccc(-c2nnc(-c3ccccc3NC(=O)c3ccc(C(C)(C)C)cc3)o2)c1,-5,2%,4,3,2%,-0.5%,5%,2,0
CCN(Cc1nc(-c2cccc(C)c2)no1)C(=O)c1ccc2c(c1)OCO2,·,1%,12,35*,-8%,0.9%,-4%,-8,7
O=C(O)c1cc(-c2cc3ccccc3o2)nn1-c1ccccc1,-1,-1%,4,3,-17%,3.7%,-11%,0,11
NC1=NC(=O)C2(COC(c3cccnc3)OC2)S1 (stereo not given),0,-4%,0,8,0%,-0.3%,-14%,-6,-3
O=C(COC(=O)/C=C/c1ccco1)Nc1cc(S(=O)(=O)N2CCOCC2)ccc1Cl,·,-3%,·,·,-7%,·,-20%,-3,·
Cc1cc2nnn(-c3nnc(-c4ccccc4)c4ccccc34)c2cc1C,-2,-3%,0,0,-2%,-0.2%,-13%,-1,5
CCOC(=O)Cc1ccc(NC(=O)NCc2ccc3c(c2)CCN3C(=O)CC)cc1,0,-3%,14,1,1%,0.6%,-5%,-8,5
Cc1ccc(S(=O)(=O)N2CCN(C(=O)Cc3ccccc3)CC2)cc1,-2,-3%,-3,0,-1%,4.2%,-13%,0&0,-5
CN(CCC1CCOCC1)C(=O)CC1C(=O)NCCN1C/C=C/c1ccccc1 (stereo not given),0,-2%,-3,3,-1%,10%,9%,-2,-4
COc1cc(C(=O)OCCN2CCCCC2)ccc1O,-2,-3%,-6,2,2%,-1.5%,0%,-4,-8
CCO[C@@H]1OC(C(=O)O)=C[C@H](c2coc3ccccc3c2=O)[C@H]1CCCO,4,-6%,-3,-1,-1%,2.9%,2%,0,20
CCn1nc(NS(=O)(=O)c2ccccc2[N+](=O)[O-])c2cc3ccc(C)cc3nc21,11,-1%,8,0,-6%,-0.7%,0%,-3,-2
O=[N+]([O-])C1=CC=C2C(=NC3(CCCCC3)N2O)C1=NCCc1ccccc1,-4,-1%,·,2,-1%,1.5%,8%,11,-2
O=C1N[C@@H](Cc2ccccc2)COC(=O)[C@H](Cc2ccc(F)cc2)C/C=C\C[C@@H]1CC(=O)N(CCO)Cc1ccccc1,·,-2%,·,·,-4%,·,-3%,0,·
Cc1nn(-c2nc3ccccc3[nH]2)c(N)c1-c1ccccc1,-3,?,-6,-1,1%,0.2%,·,2,13
CCOCCn1cnc2sc(C(=O)Nc3nc(C)c(C(=O)OCC)s3)c(C)c2c1=O,-5,·,-3,0,·,2.6%,·,·,3
O=C(CSc1nc2ccccc2s1)N/N=C/c1ccccc1C(=O)O,-9,-5%,-1,0,2%,0.3%,6%,-7,-7
CCCNC(=O)c1onc(CS(=O)(=O)c2cccc(OC)c2)c1C(=O)NCCC,-3,-1%,·,1,0%,-0.6%,-5%,-6,0
COc1ccc(CCN2CC(C(=O)N(C)Cc3ccc4nsnc4c3)CCC2=O)cc1 (stereo not given),11,-1%,-2,0,1%,3.5%,3%,-8,14
CCN1CCN(S(=O)(=O)c2ccc(Cl)c(C(=O)N(C)CCOc3ccc(Cl)cc3)c2)CC1,-2,-4%,-11,20,2%,-0.2%,-13%,0,-9
CCc1ccc(C(=O)NNC(=O)c2ccc3c(=O)n4c(nc3c2)CCC4)cc1,-6,0%,-2,2,0%,9.8%,-22%,-4,6
Cc1cc2c(s1)c1cnn(Cc3ccccc3F)c(=O)c1n2C,-8&5&-4,-4%,-7,2&1&5,2%,13%&1.6%,-3%,-7&-6&0,-8&3&-2
COc1ccc(-n2cc(-c3ccccc3)c3c(N4CCCC(C)C4)ncnc32)cc1 (stereo not given),0,-2%,-12,-4,0%,-0.6%,7%,-2,19
COc1ccc(C(=O)Nc2ncccc2C)cc1S(=O)(=O)N1CCCc2ccccc21,-5,-3%,-8,2,-6%,0.3%,-10%,5,-8
OCCN(CCCn1c(C(F)(F)F)nc2ccccc21)c1nc(CN2CCCCC2)cs1,-3,-3%,7,1,0%,-1.7%,2%,1,3
O=C(NC1CCCCC1)N1CCN(S(=O)(=O)c2ccc(F)cc2)CC1,-6,-3%,-20,0,-3%,0.5%,5%,-14,-22
Cc1ccc(/C=N/n2c(-c3ccncc3)n[nH]c2=S)cc1,-2,-1%,15,0,2%,1.5%,-2%,-8,4

# Following part:
SMILES,D1 potentiator,Glioma ERSR ind,D2 potentiator,D1 agonist,Vif-APOBEC3G blk,RXFP1 ag,Vif-A3F inh,LDHA block,D1 antag
O=C(NNC(=O)c1cc([N+](=O)[O-])ccc1Cl)c1cccnc1,3,9%,12,5,-14%,4.1%,9%,0,-3
CCCSc1nnc2n(N)c(=O)c3ccccc3n12,1,-3%,2,1,-1%,1.4%,-4%,-7,9
CCCCCCN1C=C/C(=C\C=C(C#N)C#N)c2ccccc21,-2,-1%,-6,5,-1%,2.2%,-4%,-7,-4
O=C(N1CCCCC1)N1CCN(S(=O)(=O)c2ccccc2)CC1,-5,-2%,70*,-1,-1%,0.5%,?,-1,3
O=C(CCNC(=O)c1ccc(Br)cc1)Nc1ccccc1N1CCOCC1,-8,-3%,6,0,-1%,0.2%,-26%,8,-1
COc1ccc(N=Cc2c(OC)ccc3ccccc23)cc1,·,-1%,·,·,-2%,·,3%,8,·
Cn1c(C(=O)NCCc2c[nH]c3ccccc23)cc2sccc21,-6,0%,16,0,0%,0.7%,-15%,-1,-25
COc1ccc(NC(=O)c2cc(C(C)=O)n3ccccc23)cc1,-3,2%,-1,4,3%,1.1%,-5%,-3,8
Cn1c(CCNC(=O)c2ccc(Cl)c(Cl)c2)nnc1SCc1ccc(Cl)c(Cl)c1,6,-4%,5,-1,3%,0.9%,-2%,-2,-2
COCCCNC(=O)c1cc(S(=O)(=O)N2CCC3(CC2)OCCO3)ccc1F,·,-1%,·,·,3%,·,7%,-2,·
CN(Cc1ccccc1)C(=O)COC(=O)c1c[nH]c2ccccc12,·,2%,·,·,-1%,·,-13%,4&-2,·

# 3 consecutive entries from above:
SMILES,D1 potentiator,Glioma ERSR ind,D2 potentiator,D1 agonist,Vif-APOBEC3G blk,RXFP1 ag,Vif-A3F inh,LDHA block,D1 antag
Cn1c(CCNC(=O)c2ccc(Cl)c(Cl)c2)nnc1SCc1ccc(Cl)c(Cl)c1,6,-4%,5,-1,3%,0.9%,-2%,-2,-2
COCCCNC(=O)c1cc(S(=O)(=O)N2CCC3(CC2)OCCO3)ccc1F,·,-1%,·,·,3%,·,7%,-2,·
CN(Cc1ccccc1)C(=O)COC(=O)c1c[nH]c2ccccc12,·,2%,·,·,-1%,·,-13%,4&-2,·
